Bioassay records (PubChem)
NFkB transloc inh: blocks IL-1B driven NFkB nuclear translocation in HUVEC cells | HUVEC IL-1B NFkB p65 nuclear translocation imaging | inhibition, % at 2 µM | 94,000 compounds, 0.43% hits | AID 796;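 active = inhibition above about 30% together with a positive call from visual inspection of the well image, limit read from the data; inconclusive = inhibition above a set limit but visual check negative; inactive = inhibition not above a set limit, visual check negative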;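 note: nuclear over cytoplasmic p65 intensity ratio measured by imaging; 0% = IL-1B stimulated DMSO wells and 100% = unstimulated DMSO wells; values of inactives mirror those of a sister screen read the other way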
Bcl-B displacement: displacers of TR3 peptide from Bcl-B, primary screen, selectivity assay for Bfl-1 inhibitor project, biochemical, fluorescence polarization; FP displacement of FITC-TR3 peptide from Bcl-B; higher % means a stronger effect; one-dose displacement, % at 20 µM; IC50 in µM for titrated hits; 96,000 compounds, 0.11% hits; AID 748;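 active = displacement above 50% at 20 µM plus a fluorescence interference ratio under 1.5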;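 note: plate controls were wells without compound for no effect and wells lacking Bcl-B protein for full effect; a part of the inactive calls stands beside numbers as strong as those of hits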
PLAP inhibitors HTS: inhibition of human placental alkaline phosphatase – biochemical, luminescence, HTS (AID 690); purified PLAP, luminescent substrate; higher % means a stronger effect; one-dose inhibition, % at 20 µM; IC50 in µM for titrated hits; 96,000 compounds, 0.08% hits; in the data active = a potency from the dose series; inactive = the rest, 99 in 100 with inhibition below about 30%; note: strong numbers were not always called active
IL1B NFkB pot: enhances IL-1B driven NFkB nuclear translocation; 94,000 compounds, 0.3% hits; AID 819; activation, % at 2 µM; HUVEC IL-1B NFkB p65 nuclear translocation imaging;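 active = activation above 40%, about the mean plus 3 SD, also judged a hit on visual image review; inconclusive = activation above 40% but not a hit on visual review; inactive = activation not above 40% and no visual hit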;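 note: percent activation is computed from the nuclear over cytoplasmic p65 intensity ratio; values of inactives mirror those of a sister screen read the other way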
MRP reversal: MRP-mediated drug resistance reversal | 85,000 compounds, 0.04% hits | H69AR cells + 2 uM doxorubicin, CellTiter-Glo, 72 h | differential viability (reversal), % at 10 µM;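 active = viability drop by adding the cancer drug above about 55%, with treated viability meeting a 40% cutoff, limit read from the data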;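 note: viability without doxorubicin minus viability with 2 µM doxorubicin for each compound; larger differential means the compound sensitizes cells more to doxorubicin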
MRP reversal cytotoxicity: further read-out of MRP reversal, marked with its call; viability, %; H69AR cells, CellTiter-Glo, 72 h; measured here: cytotoxicity without doxorubicin
MRP reversal with doxorubicin: second read-out of MRP reversal, no call of its own (marks repeat the call); viability, %; measured here: viability with 2 uM doxorubicin; hits give low values
NFkB transloc inh cell count 2 µM: further read-out of NFkB transloc inh, marked with its call; cell count; measured here: cells passing quality filter;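 raw number of nuclei counted in each imaged well without normalization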
IL1B NFkB pot cell count 2 µM: also measured in IL1B NFkB pot; calls as there; cell count; measured here: cells passing quality filter
Numbers without * were called inactive; ? = inconclusive; · = not tested or not shown. Not all compounds are listed; count on the stated rates, not on these rows.

structure	NFkB transloc inh	NFkB transloc inh cell count 2 µM	Bcl-B displacement	PLAP inhibitors HTS	IL1B NFkB pot	IL1B NFkB pot cell count 2 µM	MRP reversal	MRP reversal cytotoxicity	MRP reversal with doxorubicin
COCC(=O)Nc1ccc(C)c(Cl)c1	-25	137	-3%	-15%	25	137	3	92	89
Cc1cc(C)n(-c2nnc(SCC(=O)NC3CCCC3)c3ccccc23)n1	0	174	·	·	0	174	0	89	88
Cc1ccc([N+](=O)[O-])cc1NC(=O)c1ccc(-c2ccccc2)cc1	16	108	0%	13%	-16	108	·	·	·
CCOCC(=O)Nc1cc(C(=O)Nc2ccccc2)ccc1Cl	6	107	-2%	-4%	-5	107	·	·	·
CCC(=O)NCCn1c(C)cc2ccccc21	3	61	9%	-14%	-3	61	-19	88	108
CCN(CC)c1ccc(NC(=O)COC(=O)C23CCC(=O)N2c2ccccc2S3)cc1 (stereo not given)	-13	156	41%	-78%	13	156	·	·	·
c1nc(NCC2CCCO2)c2[nH]cnc2n1 (stereo not given)	-26	141	·	·	26	141	1	84	83
CCOc1ccc(OCCN2C(=O)NC3(CCCc4ccccc43)C2=O)cc1 (stereo not given)	-7	119	8%	-4%	7	119	-8	44	53
CCOC(=O)N1CCN(c2c(N3CCN(c4ccccc4OC)CC3)c(=O)c2=O)CC1	·	·	3%	-45%	·	·	5	91	86
O=C1C2C3C=CC(C3)C2C(=O)N1/N=C/c1cc(Br)cc([N+](=O)[O-])c1O (stereo not given)	-7	123	-1%	8%	7	123	·	·	·
COc1cc(C2C(C#N)=C(N)Oc3c2oc(CO)cc3=O)cc(OC)c1OC (stereo not given)	6	90	5%	-19%	-6	90	-23	67	90
CCn1c(CSc2nc3ccccc3s2)nnc1SCC(=O)c1ccc(O)c(O)c1	24	165	·	1.5µM*	-24	165	·	·	·
Brc1cccc(-c2nnco2)c1	3	149	-2%	-19%	-3	149	7	110	103
N#Cc1cc([N+](=O)[O-])ccc1Oc1cccc(/C=N/NC(=O)c2ccc(Cl)cc2)c1	-2	179	-6%	-8%	2	179	·	·	·
COc1ccc(NC(=O)c2cc(=O)c3ccccc3o2)cn1	3	190	98%	6%	-3	190	18	109	91
c1ccc(-c2ccc(-c3ccccn3)nn2)nc1	·	·	6%	7%	·	·	3	79	76
Cc1nnc(-c2cnn(-c3ccccc3)c2N)n1Cc1ccncc1	0	105	1%	15%	-1	105	·	·	·
Nc1[nH]nc2nc(N3CCOCC3)nc(-c3ccccc3)c12	12	127	11%	-10%	-12	127	-12	62	73
Cc1ccc(NC(=O)c2ccccc2)cc1	-2	173	0%	11%	2	173	7	100	93
Cc1oc(-c2ccccc2F)nc1CS(=O)(=O)CC(=O)NCCCN(C)C1CCCCC1	2	140	-9%	-66%	-2	140	5	97	92
CCCC(=O)NNC(=O)CCC(=O)NCc1ccccc1	·	·	-6%	-14%	·	·	·	·	·
CC(=O)C1=C(C)NC(=O)NC1c1cccc(O)c1 (stereo not given)	6	89	2%	-12%	-6	89	0	93	93
O=C1c2nc3ccccn3c2C(=O)N1Cc1ccccc1	-12	86	2%	12%	12	86	-9	97	106
CCOC(=O)c1cc2c(ccn2C)n1CC(=O)N1CCN(c2cccc(C(F)(F)F)c2)CC1	-6	146	14%	-10%	6	146	19	109	90
CC1=Nc2ncnn2C(c2ccccc2)/C1=N\O (stereo not given)	10	101	-7%	-2%	-10	101	8	96	88
CCOC(=O)C1C(=O)NC(N2CCN(c3ccccc3)CC2)=NC1c1ccco1 (stereo not given)	-15	137	0%	9%	15	137	2	85	83
CC1CCC/C(=C\Nc2ccc3c(c2)OCO3)C1=O (stereo not given)	4	94	-1%	-8%	-4	94	-2	79	81
CSc1ccc(Cl)c(C(=O)OCC(=O)NC2CC2)c1	-5	174	-13%	17%	5	174	7	98	91
Cc1cc(C(=O)N2CCC(C(F)(F)F)n3nccc32)on1 (stereo not given)	1	120	0%	-1%	-1	120	4	103	99
O=C(C1Cc2ccccc2CN1S(=O)(=O)c1cccs1)N1CCCCCC1 (stereo not given)	-1	111	-5%	2%	1	111	·	·	·
CCOc1ccccc1/C=c1\sc2nc(-c3ccco3)nn2c1=O	-51	71	17%	-61%	54*	71*	-8	59	67
CCOC(=O)CSc1nc2ccccc2c(=O)n1NC(=O)c1ccccc1	-5	87	4%	-2%	5	87	1	97	96
O=C(c1ccccn1)N(CC1CCCO1)C1(C(=O)NC2CCCCC2)CCCCC1 (stereo not given)	-22	117	-6%	-10%	22	117	-8	79	87
O=c1oc(-c2ccccc2)nc2c1C1(CCCCC1)Cc1ccccc1-2	-6	181	-2%	27%	7	181	2	88	86
CCOC(=O)c1sc(NC(=O)c2cncc(Br)c2)nc1C	-2	129	·	·	2	129	8	84	76
CCCCCC(=O)N1CCN(CCN=CC2=C(O)CC(c3ccco3)CC2=O)CC1 (stereo not given)	4	137	16%	-16%	-4	137	7	92	85
COC(=O)c1nc(NC2=NCCCCC2)n[nH]1	-1	127	-8%	-60%	1	127	-56	39	95
Nc1nc(COc2ccccc2)cs1	4	170	-16%	20%	-4	170	3	85	82
O=C(COC(=O)c1ccc(N2CCCC2=O)cc1)NCc1ccco1	·	·	4%	-2%	·	·	-2	95	97
N/C(=N\OC(=O)C(c1ccccc1)c1ccccc1)c1ccccn1	3	97	·	·	-3	97	11	83	72
CCOc1ccc(Cn2nnc(C(=O)NCCc3ccccc3)c2N)cc1	6	184	-8%	16%	-6	184	0	104	103
O=c1cc(-c2ccc3c(c2)OCO3)oc2ccccc12	·	·	2%	5%	·	·	19	68	49
CCOC(=O)CSc1ncnc2c1cnn2-c1ccc(Cl)cc1	12	79	0%	-2%	-13	79	3	80	77
O=C(Nc1ccccc1-c1ccccc1)C12CC3CC(CC(C3)C1)C2	-10	172	5%	19%	10	172	·	·	·
CCCCN=c1sc(C(=O)OC)cc(=O)n1CCCC	-1	167	-3%	4%	1	167	·	·	·
COC(=O)c1ccc(CSc2nnnn2C)o1	·	·	12%	20%	·	·	2	98	96
COc1ccc(NC(=O)CC2Oc3ccc(C)cc3NC2=O)cc1 (stereo not given)	-16	198	15%	5%	16	198	-18	98	116
O=C(Cc1coc2ccc3ccccc3c12)N1CCc2ccccc21	0	176	-4%	6%	0	176	18	95	77
Cc1cccc(C(=O)NC(NCCc2ccccc2)C(Cl)(Cl)Cl)c1 (stereo not given)	·	·	-4%	-9%	·	·	·	·	·
Cc1cc(C(F)(F)F)c2c(n1)sc1c(O)cc(=O)[nH]c12	-10	63	-4%	22%	10	63	36	102	66

Continuation:
structure	NFkB transloc inh	NFkB transloc inh cell count 2 µM	Bcl-B displacement	PLAP inhibitors HTS	IL1B NFkB pot	IL1B NFkB pot cell count 2 µM	MRP reversal	MRP reversal cytotoxicity	MRP reversal with doxorubicin
Cc1c(NC(=O)c2cc(=O)[nH]c(=O)[nH]2)c(=O)n(-c2ccccc2)n1C	-13	181	5%	-90%	13	181	2	93	91
N#CC1=C2SCN(c3ccccc3)CN2C(=O)CC1c1cccs1 (stereo not given)	11	96	-30%	-26%	-11	96	17	82	65
O=C(NCCCN1CCOCC1)c1cc(-c2ccccc2)on1	-4	133	-15%	1%	4	133	38	91	53
CCCCn1c(CN2CCOCC2)nc2c1c(=O)n(C)c(=O)n2C	·	·	-5%	-32%	·	·	13	92	79
CCNC(=S)NNC(=O)c1cc(-c2ccccc2C)nc2ccccc12	10	85	-8%	-21%	-10	85	·	·	·
O=C(CCC1CCCC1)N1CCN(S(=O)(=O)Cc2ccccc2)CC1	·	·	-8%	8%	·	·	0	80	80
CC1(CC(=O)O)C(=O)N=C2C=CC=CN21 (stereo not given)	-6	113	·	·	6	113	8	101	93
O=C(c1cc(-c2ccccc2)on1)N1CCCC1	-8	148	-16%	5%	8	148	-1	89	90
CCC(O)CNc1nc(SC)nc2sc3c(c12)CCN(C)C3 (stereo not given)	-10	136	·	·	10	136	-6	54	60
O=C(COc1ccc(Br)cc1CO)Nc1ccccc1F	-10	184	-7%	7%	10	184	18	93	75
CCOC(=O)c1cc(-c2cccnc2)nn1-c1ccccn1	-7	165	21%	-18%	7	165	18	100	82
O=C(CCN1CCOCC1)Nc1cccc(Br)c1	·	·	-11%	31%	·	·	7	96	89
CC1CCc2sc(C(=O)NCc3ccc(F)cc3)cc2C1 (stereo not given)	-12	156	0%	21%	13	156	·	·	·
COC(=O)c1ccc(NC(=O)C2CCN(C(=O)c3cc(OC)c(OC)c(OC)c3)CC2)cc1	-17	188	-12%	-2%	17	188	13	95	82
CCCN1C(=O)/C(=C/c2ccc(N3CCCC3)c(C)c2)NC1=S	3	117	-156%	29%	-3	117	·	·	·
CCOc1ncccc1C(=O)Nc1ccccc1C(=O)NCc1ccc2c(c1)OCO2	·	·	5%	11%	·	·	21	89	68
O=C(Nc1c(C(=O)O)oc2ccc(Br)cc12)c1ccccc1	·	·	9%	-37%	·	·	5	92	88
COC(=O)CSc1nc2sc3c(c2c(=O)n1-c1ccccc1)CCN(C)C3	-17	104	5%	-33%	17	104	5	99	94
COn1c(=O)c(-c2cccs2)[n+]([O-])c2ccccc21	-6	142	103%	-13%	7	142	-5	72	77
CC(C)CCn1c(SCc2ccc(Cl)cc2)nc2c1c(=O)[nH]c(=O)n2C	3	155	-1%	10%	-3	155	-13	28	42
CCSC1(SCC)N=C(N)C2(C#N)C(c3ccccc3)NC3=C(CCC3)C12C#N (stereo not given)	7	129	10%	-92%	-7	129	-10	78	88
COc1ccc(OC)c(S(=O)(=O)NCc2ccccc2)c1	-6	210	-4%	-1%	6	210	-6	98	104
CCCCn1nc(C(=O)NC2=NCCS2)c2ccccc2c1=O	-71	158	-3%	-38%	?	·	-4	80	84
COC(=O)/C(=C\C(=O)c1ccccc1)Nc1cccc(C(F)(F)F)c1	-14	197	1%	17%	14	197	·	·	·
N#Cc1cn(-c2ccccc2)nc1-c1ccc2c(c1)OCCO2	-8	107	-5%	20%	8	107	1	46	45
CNc1c([N+](=O)[O-])cnn1-c1ccc(Cl)cc1Cl	-6	152	-6%	-14%	5	152	·	·	·
Cc1ccc(NC(=O)CCC(=O)NNC(=O)C(c2ccccc2)c2ccccc2)c(C)c1	-4	114	15%	-16%	4	114	·	·	·
CC1CCN(C(=O)CN2C(=O)C(C)(C)Oc3ccc(C(=O)NC4CCCC4)cc32)CC1	-19	121	-3%	-54%	19	121	-20	95	115
CN1CCN(S(=O)(=O)c2ccc(N(C)CC(=O)Nc3ccc(F)cc3)nc2)CC1	-5	107	-5%	·	5	107	0	103	103
COc1cc(OC)c(OC)cc1C=NCC1(c2ccccc2)CCCC1	-2	27	-4%	22%	2	27	·	·	·
O=C(NCc1ccco1)C(c1ccccc1)N(Cc1cccnc1)C(=O)Cn1nnc2ccccc21 (stereo not given)	-12	180	-8%	-9%	12	180	13	93	79
COC(=O)C1=C(C)NC2=C(C(=O)CC(C)(C)C2)C1c1cccc(C)n1 (stereo not given)	-6	193	-2%	-8%	6	193	·	·	·
CCn1cc(CNC(=O)c2cc(Cl)ccc2OC)c(C)n1	·	·	2%	-17%	·	·	2	108	105
CSc1ccccc1NC(=O)Nc1ccc(F)c(Cl)c1	7	160	-5%	17%	-7	160	-14	48	62
C=CCn1c(SCC(=O)Nc2cccc(C(=O)OC)c2)nnc1C(C)NC(=O)c1cccs1 (stereo not given)	11	100	-2%	-80%	-11	100	5	91	86
